Screens deposited in PubChem by National Center for Advancing Translational Sciences (NCATS).
AID inhibitor – inhibitors of human activation induced cytidine deaminase | Q9GZX7 | AID deamination FRET fluorescence, UDG-coupled, 4 h | Potency, µM (top dose mostly 115 µM), for inactives: at the top dose activity change, negative = inhibition, actives largely listed as inhibitors | 91,000 compounds, 0.32% hits; also: nearly all actives have a fitted effect of over 25% in size
Target sequence (Q9GZX7 whole entry, looked up): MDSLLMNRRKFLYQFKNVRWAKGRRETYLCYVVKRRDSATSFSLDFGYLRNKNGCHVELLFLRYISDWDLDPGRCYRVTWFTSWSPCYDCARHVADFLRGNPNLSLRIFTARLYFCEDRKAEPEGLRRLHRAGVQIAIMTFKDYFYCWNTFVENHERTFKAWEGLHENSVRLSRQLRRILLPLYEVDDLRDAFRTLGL
UDG counter – UDG inhibition counter-screen | FRET deamination/UDG coupled assay, UDG read, 4 h | Potency, µM (top dose mostly 115 µM), inactives show at the highest dose activity change, negative = inhibition, hits mostly inhibitors | 91,000 compounds, 0.14% hits | AID 1347430; also: nearly all actives have a fitted effect of over 65% in size
Starred values were filed as active, the others as inactive; ? = inconclusive; & = joins results of further samples; [ ] = remark or other dose. Calls follow the shape of the dose curve; as a rule, active = well fitted curve in the direction sought with a large enough effect; inconclusive = small, poorly fitted or top-dose-only effect, or another doubt; inactive = no such curve, though single readings can be large; an effect the other way counts as inactive or inconclusive. % is scaled to controls: 0 for no effect and ±100 for the full control effect; potency is read from the fitted curve at half-maximal effect.

SMILES | AID inhibitor | UDG counter
Cc1ccc(SCCNC(=O)c2nccnc2N)cc1 | -6% | -3%
CC(C)(CNC(=O)NCc1nc2ccccc2s1)N1CCOCC1 | 3% | 3%
COc1ccccc1CNC(=O)c1nn(C)c(=O)c2ccccc12 | -14% | -7%
CCn1cc2nc(SCc3cccc(C)c3)n(CCc3ccccc3)c(=O)c2n1 | 35µM* | -23%
Cc1cc(C(=O)COC(=O)c2ccc(CO)cc2)c(C)s1 | 17% | 4%
CC(=O)c1ccc(N2CCN(c3ccc4cc(S(=O)(=O)N5CCCCC5)ccc4n3)CC2)cc1 | -14% | -8%[57.5 µM]
O=C(CSc1nc2ccccc2nc1N1CCCC1)N1CCN(c2ccc(F)cc2)CC1 | -12% | 4%
COC(=O)C1=C(C)OC(=O)C1(NC(=O)c1ccc(C(C)(C)C)cc1)C(F)(F)F (stereo not drawn) | -1% | -1%
Cc1noc(C)c1S(=O)(=O)N(CC(=O)NCc1ccccc1Cl)c1ccc(C(C)C)cc1 | 6% | -12%
CC(C)CC(=O)Nc1ccc(S(=O)(=O)Nc2cc3c(cc2N2CCOCC2)n(C)c(=O)c(=O)n3C)cc1 | 21% | -8%
COc1cc(NC(=O)CN2C(=O)C(c3ccc(C)cc3)=NC23CCCCC3)cc(OC)c1 | ? | -25%
CC(C)CC(=O)NCC(c1ccc2c(c1)OCO2)N1CCN(c2ccccc2)CC1 (stereo not drawn) | -6% | -4%
Fc1ccc(-c2noc3ncnc(NCCCN4CCN(c5ccccc5)CC4)c23)cc1 | -30% | -15%
Cc1cccc(NC(=O)c2cc(CN3CCOCC3)on2)c1C | 0% | 3%
Cc1ccc2c(c1)N(S(=O)(=O)c1cc(-c3onc(C)c3C)ccc1C)CCO2 | ? | ?
COc1ccc(OC)c(C(=O)COC(=O)Cc2ccc(Cl)cc2)c1 | 10% | -3%
Cc1ccc2nc(NC(=O)CSc3cc(C)[nH]c(=O)n3)sc2c1 | -11% | -9%
O=C(OCc1nnnn1-c1ccccc1)C1(c2ccccc2)CC1 | -6% | 4%
COCCNc1oc(-c2ccccc2F)nc1S(=O)(=O)c1ccc2c(c1)OCCO2 | -20% | -15%
CCC(C)OC(=O)COc1ccc2c(=O)c(Oc3ccc(C(C)(C)C)cc3)coc2c1 (stereo not drawn) | -5% | 2%
CCCCOc1cccc(C(=O)N(Cc2sccc2C)C2CCS(=O)(=O)C2)c1 (stereo not drawn) | ? | -14%
Cc1ccccc1CSc1nc2cccnc2n1Cc1ccc(C(=O)NCCc2cccs2)cc1 | 12% | 2%[57.5 µM]
COc1ccc(N2CCN(C(=O)CCn3c(=O)[nH]c4cc(OC)c(OC)cc4c3=O)CC2)cc1 | 16% | 2%
CCN1c2ccccc2-c2nc(SCC(=O)NCc3ccc(Cl)cc3)ncc2S1(=O)=O | 4% | -8%
CC/C=C/C(=O)OCc1ccc(C(N)=O)cc1 | 6% | -8%
C#CC(C)(C)NS(=O)(=O)c1cc(-c2nnc(Nc3ccc(C)cc3)c3ccccc23)ccc1C | 9% | 2%
COCCn1c(C)cc(O)c(C(c2ccc(F)cc2)N2CCC(C)CC2)c1=O (stereo not drawn) | 8% | -13%
Cc1cccc(-c2nc(C#N)c(NCc3ccccc3)o2)c1 | -25% | ?
CCCCCc1ccc(C(=O)CCN(C)C)cc1 | -28% | -24%
Cn1c(CN2CCCCC2)nc2cc(NC(=O)c3ccc(Cl)cc3)ccc21 | 4% | -8%
COc1ccc(Cl)cc1NC(=O)N1CCC(CN2CCc3ccccc3C2)CC1 | 25% | -9%
Cc1ccc(N2CCN(C(=O)c3nn(C)c4c3CS(=O)(=O)c3ccccc3-4)CC2)c(C)c1 | ? | -14%
COc1ccc(Cn2c(C(=O)O)c(CNCc3ccco3)c3ccc(C)cc32)cc1 | -8% | -13%[57.5 µM]
Cc1ccc(CCNC(=O)CN(c2ccc(C)cc2)S(=O)(=O)N(C)C)cc1 | -10% | -2%
CCCCOC(=O)c1c(C)oc2ccc(NS(=O)(=O)c3ccc(F)cc3C)cc12 | 8% | 11%
Cc1ccc(NC(=O)Cn2cnc3sc(C)c(S(=O)(=O)N4CCN(c5ncccn5)CC4)c3c2=O)cc1F | 8% | -4%

An excerpt from above in order of SMILES length, rising:
SMILES | AID inhibitor | UDG counter
CC/C=C/C(=O)OCc1ccc(C(N)=O)cc1 | 6% | -8%
COc1ccc(Cn2c(C(=O)O)c(CNCc3ccco3)c3ccc(C)cc32)cc1 | -8% | -13%[57.5 µM]
Cc1ccc(NC(=O)Cn2cnc3sc(C)c(S(=O)(=O)N4CCN(c5ncccn5)CC4)c3c2=O)cc1F | 8% | -4%

Following part:
SMILES | AID inhibitor | UDG counter
CCOC(=O)c1ccc(Nc2nc(C)cc(C)n2)cc1 | -4% | -2%
CCC(=O)Nc1sc2c(c1C(=O)Nc1cccc(C)c1)CCCC2 | -2% | -12%
CC(=O)c1ccc(N2CCN(c3nc4c(S(=O)(=O)c5ccccc5)nnn4c4ccc(Cl)cc34)CC2)cc1 | 10% | -1%
COc1ccc(CNC(=O)COC(=O)c2ccc(S(=O)(=O)N3CCCCCC3)cc2)cc1OC | -8% | -4%
CC(C)c1ccc(N=Cc2cccs2)cc1 | 4% | 6%
Cc1cccc(COc2ccc(-c3cc(C(F)(F)F)n4nc(C)cc4n3)cc2)c1 | 3% | -4%
Cc1cccc(NC(=O)CSc2cn(CC(=O)N3CCC(C)CC3)c3ccccc23)c1C | 37%[activator] | -3%[57.5 µM]
O=C(CSc1nnc(-c2c[nH]c3ccccc23)o1)N1CCCC1 | -7% | ?
C/C(=N/n1c(C)csc1=NC(C)C)c1ccccc1 | -10% | -4%
CN(C)CCNC(=O)Cn1ccc2cc(S(=O)(=O)N3CCCCCC3)ccc21 | 6% | -14%[57.5 µM]
CC1CCN(S(=O)(=O)N(C)Cc2ccc3c(c2)OCO3)CC1 | -7% | -16%
COc1ccc(CCNC(=O)c2cc(-c3cc(Cl)ccc3O)n[nH]2)cc1OC | -7% | -12%
COc1ccc(CNC(=O)C2CCCN(C(=O)N3CCOc4ccccc43)C2)cc1 (stereo not drawn) | -18% | -21%
CCn1cnc2cc(NCc3ccc(N(C)C)cc3)ccc21 | 66%[activator] | -7%
CCOC(=O)c1c(C)c(-c2ccccc2)n(CC(=O)Nc2cc(C)ccc2OC)c1C | 5%&5% | 0%&-12%
Cc1cccc(-c2noc(-c3cc(C(C)C)[nH]n3)n2)c1 | -19% | -16%
CCOC(=O)c1ccc(-c2ccc(/C=C(\C#N)C(=O)N3CCOCC3)o2)cc1 | -9% | 2%
CSc1cccc(NC(=O)c2ccccc2C(F)(F)F)c1 | -6% | -5%
CC1CCC2(CC1)N=C(c1ccc(Cl)c(Cl)c1)C(=S)N2 (stereo not drawn) | 12% | 5%
CC(C)C(=O)NC(Nc1ccc(Br)cc1)C(Cl)(Cl)Cl (stereo not drawn) | -13% | -24%
O=C(Nc1ccc2nn(-c3ccc(F)cc3)nc2c1)c1cccc2c(Cl)cccc12 | 25% | -7%
Cc1cccc(OCCSc2nc(-c3cccs3)nc3cc(=O)[nH]n23)c1 | -5% | 21%
Cc1nn(C(C)C(=O)N2CCN(c3ccc(Cl)cc3)CC2)c(=O)c2cc3occc3n12 (stereo not drawn) | ? | -16%
CCC(=O)N1CCc2cc(S(=O)(=O)NC(C(=O)Nc3cc(OC)cc(OC)c3)C(C)C)ccc21 (stereo not drawn) | -1% | -2%

Sorted by the number under AID inhibitor (lowest first): 3 from the list above
| molecule | AID inhibitor |
| --- | --- |
| CC(C)C(=O)NC(Nc1ccc(Br)cc1)C(Cl)(Cl)Cl (stereo not drawn) | -13% |
| CSc1cccc(NC(=O)c2ccccc2C(F)(F)F)c1 | -6% |
| O=C(Nc1ccc2nn(-c3ccc(F)cc3)nc2c1)c1cccc2c(Cl)cccc12 | 25% |

Record cards (already shown). Order of values: AID inhibitor	UDG counter
CCOC(=O)c1ccc(-c2ccc(/C=C(\C#N)C(=O)N3CCOCC3)o2)cc1 is entered as -9%	2%
COc1ccc(CNC(=O)C2CCCN(C(=O)N3CCOc4ccccc43)C2)cc1 (stereo not drawn) is entered as -18%	-21%
CCC(=O)N1CCc2cc(S(=O)(=O)NC(C(=O)Nc3cc(OC)cc(OC)c3)C(C)C)ccc21 (stereo not drawn) is entered as -1%	-2%
CC(C)C(=O)NC(Nc1ccc(Br)cc1)C(Cl)(Cl)Cl (stereo not drawn) is entered as -13%	-24%
CC1CCC2(CC1)N=C(c1ccc(Cl)c(Cl)c1)C(=S)N2 (stereo not drawn) is entered as 12%	5%

(next part)
SMILES | AID inhibitor | UDG counter
O=C(O)CCCNC(=O)c1cc(-c2ccccc2)nc2ccccc12 | -14% | -11%
O=c1cc(CNCc2ccccc2)c2ccccc2[nH]1 | 0% | -4%
CC(COc1ccccc1)N(CCCl)Cc1ccccc1 (stereo not drawn) | ? | -11%
O=C(Nc1ccnn1Cc1cccc(Cl)c1)C1CCN(S(=O)(=O)c2ccc(Cl)cc2)CC1 | 3% | -6%
CCOc1ccccc1NC(=O)c1sc(-n2nc(C)c(CCC(C)C)c2C)nc1C | 5% | 14%
Cn1c(SCC(=O)Nc2nncs2)nnc1-c1ccccc1 | -2% | -6%
CCOC(=O)c1ccc(NC(=O)CN2CCCN(Cc3ccc(OC)cc3)S2(=O)=O)cc1 | -2% | 2%
C=CC[N+](CC)(CC)CC#Cc1ccc(C)cc1 | 2% | 3%
CCC(Oc1ccccc1)C(=O)Nc1nnc(S(=O)(=O)N2CCCC2)s1 (stereo not drawn) | -3% | 3%
CCOc1ccccc1CNS(=O)(=O)c1ccc(-c2cnc(C3CC3)o2)cc1 | -21% | -21%
Cc1cc(SCC(=O)NN2C(=O)NC3(CCC(C)CC3)C2=O)nc2ccccc12 (stereo not drawn) | -4% | -4%
CC(NC(=O)Cc1c[nH]c2ccccc12)c1cc2ccccc2o1 (stereo not drawn) | -7% | 3%

Records listed so far marked active in AID inhibitor.
SMILES	AID inhibitor
CCn1cc2nc(SCc3cccc(C)c3)n(CCc3ccccc3)c(=O)c2n1	35µM*

New compounds follow:
SMILES | AID inhibitor | UDG counter
Cc1ccc(-c2csc(C3=C(O)CN(NC(=O)c4ccc(Br)cc4)C3=N)n2)cc1 | -9% | -12%
Cc1ccc(C)c(NC(=O)CSc2nc3nccnc3c(=O)n2CCc2c[nH]c3ccccc23)c1 | 3% | 1%
CCSc1ncc(Cl)c(C(=O)Nc2ccc(S(=O)(=O)N3CCC(C)CC3)cc2)n1 | 7% | ?
CC(C)Cc1nc(N2CCN(CC(=O)N3CCOCC3)CC2)c(C#N)c2c1CCC2 | -23% | -8%
C=CCNC(=O)NC(=O)CN(C)CCCc1ccccc1 | 1% | -5%
COc1ccc(CNC(=O)Cn2c(=O)nc3n2C(=O)N(c2ccccc2)C3)cc1 | -1% | 2%
COc1ccc(NC(=O)CSc2nc(N3CCOCC3)c3c(c2C#N)CCCC3)cc1 | -1% | -1%
Cc1ccc(CNC(=O)c2cn(C)c3ccc(S(=O)(=O)N4CCC(C)CC4)cc3c2=O)cc1 | 22%[57.5 µM] | 0%[57.5 µM]
CC(CNC(=O)c1nnc(Cc2ccc(F)cc2)o1)c1ccccc1 (stereo not drawn) | -13% | -9%
Cc1nn2c(=O)cc(COC(=O)c3ccccc3NC(=O)c3ccccc3C)nc2s1 | 11% | -6%
CCCCOc1ccc(CNC(=O)c2cnc3sc(N4CCOCC4)nn3c2=O)cc1 | -14% | -5%
CCCOc1ccc2ccccc2c1/C=C(/C#N)c1nc2ccccc2[nH]1 | -3% | -12%
COc1cccc(CNC(=O)C2CCN(Cc3cc4ccccc4n3Cc3ccccc3)CC2)c1OC | -17% | -18%[57.5 µM]
Cc1cc2nnc(SCC(=O)Nc3ccc(F)c(Cl)c3)n2c2ccccc12 | 11% | 1%
CCCCNC(=O)c1nn(-c2ccc(C)cc2)c(=O)c2c1c1ccccc1n2C | -3% | ?
CC1CCC(=NNC(=S)NCc2ccccc2)CC1 (stereo not drawn) | 2% | -3%
CCOc1ccc(NC(=O)N2CCC(c3ccc(C)cc3)C2)cc1 (stereo not drawn) | 5% | 7%[57.5 µM]
COc1ccc(C(CC(=O)Nc2cccc(C)c2C)N2Cc3ccccc3C2=O)cc1 (stereo not drawn) | -1% | 5%[57.5 µM]
CN(CCNC(=O)C1CCN(CC(F)(F)F)CC1)C1CC1 | 8% | 3%
CC(C)(C)c1cc(NC(=O)c2cccc(Br)c2)no1 | -3% | 3%

These rows are one share of the data. The share of hits here may be higher or lower than overall.
